# CAL PDZ FP-1 – untagged CAL PDZ binding inhibitors, primary screen, biochemical, fluorescence polarization, HTS. purified CAL PDZ, TMR-peptide fluorescence polarization, 1 h. inhibition, % at 24.9 µM. 300,000 compounds, 0.92% hits. AID 602252, 2012;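 active means mean inhibition of at least 30% with at least half of replicates also reaching 30%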;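 further: 0% = DMSO neutral control and 100% = excess unlabeled competitor peptide PRC23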
# Keap1-Nrf2 PPI – Keap1-Nrf2 protein-protein interaction inhibitors, primary screen, biochemical, fluorescence polarization, single point; AID 504523, 2011; Keap1 Kelch-Nrf2 peptide fluorescence polarization, 1536-well; Kelch-like ECH-associated protein 1 (Homo sapiens), Q14145; 340,000 compounds, 0.15% hits; inhibition, % at 9.4 µM; in the data active means inhibition above about 12%;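 further: human Keap1 Kelch domain with fluorescein labeled Nrf2 9mer peptide probe; 0% = neutral control wells and 100% = peptide positive control; higher means more block of Keap1 binding to Nrf2 peptide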
# Rtt109 Vps75 – inhibitors of C. albicans Rtt109/Vps75 HAT, primary screen, biochemical, ThioGlo CoA-SH fluorescence, plate reader | purified Rtt109/Vps75, 4 h | Histone acetyltransferase RTT109 (Candida albicans (strain SC5314 / ATCC MYA-2876)), … | 330,000 compounds, 0.16% hits | inhibition, % at 34.9 µM | AID 540336, 2011;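 active means inhibition of at least 50% in every replicate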
# Target sequence (Q5AAJ8 whole entry, looked up): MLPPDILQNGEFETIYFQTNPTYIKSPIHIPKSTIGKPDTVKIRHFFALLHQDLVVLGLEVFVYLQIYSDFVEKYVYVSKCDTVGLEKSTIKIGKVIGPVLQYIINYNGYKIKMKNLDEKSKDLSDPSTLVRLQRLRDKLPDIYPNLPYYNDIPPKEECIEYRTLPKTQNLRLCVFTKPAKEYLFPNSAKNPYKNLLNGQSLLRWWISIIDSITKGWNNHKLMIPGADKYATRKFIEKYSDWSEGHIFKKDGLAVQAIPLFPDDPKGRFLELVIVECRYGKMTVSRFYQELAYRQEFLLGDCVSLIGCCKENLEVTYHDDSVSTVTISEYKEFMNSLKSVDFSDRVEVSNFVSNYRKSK
# DAGLB inhibitor – DAGLB lipase inhibitors, primary screen, biochemical, fluorescence, HTS. Diacylglycerol lipase-beta (Homo sapiens), Q8NCG7. HEK293T DAGLB membrane lysate, EnzChek fluorogenic substrate. inhibition, % at 5.17 µM. 340,000 compounds, 0.059% hits. AID 504411, 2011; in the data active means inhibition above about 34%;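 further: 0% = enzyme with vehicle and 100% = wells lacking enzyme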
# Target sequence (Q8NCG7 whole entry, looked up): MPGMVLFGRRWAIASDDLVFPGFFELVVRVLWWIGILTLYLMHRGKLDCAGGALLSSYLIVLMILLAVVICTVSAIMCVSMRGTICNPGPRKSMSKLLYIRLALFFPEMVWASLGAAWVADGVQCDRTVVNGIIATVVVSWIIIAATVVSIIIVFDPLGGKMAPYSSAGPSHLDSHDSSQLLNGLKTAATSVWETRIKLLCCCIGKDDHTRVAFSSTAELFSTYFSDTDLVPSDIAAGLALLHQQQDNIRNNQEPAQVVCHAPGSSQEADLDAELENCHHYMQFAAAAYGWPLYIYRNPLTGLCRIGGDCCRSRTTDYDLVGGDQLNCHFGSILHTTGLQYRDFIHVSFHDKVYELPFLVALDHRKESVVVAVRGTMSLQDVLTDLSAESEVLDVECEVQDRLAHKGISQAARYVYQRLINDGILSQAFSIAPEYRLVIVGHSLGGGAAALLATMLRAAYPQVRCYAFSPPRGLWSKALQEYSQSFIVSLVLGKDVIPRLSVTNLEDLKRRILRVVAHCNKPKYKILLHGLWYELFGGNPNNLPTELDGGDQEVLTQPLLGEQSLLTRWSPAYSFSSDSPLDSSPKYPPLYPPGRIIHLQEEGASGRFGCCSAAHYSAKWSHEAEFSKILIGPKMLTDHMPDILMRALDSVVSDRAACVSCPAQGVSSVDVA
# SR-BI DiI-HDL act – activators of SR-BI mediated DiI-HDL uptake, primary screen, ldlA[mSR-BI] CHO cells, DiI fluorescence. AID 504775, 2011. activation, % at 12.5 µM. 3 h; 100 = double the neutral-control signal. 320,000 compounds, 0.096% hits;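 active means mean replicate activation of at least 60% and every replicate at or above 60%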;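 further: 0% = median plate neutral-control signal and 100% = twice that signal; values of inactives mirror those of a sister screen read the other way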
#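 System: CHO ldlA[mSR-BI] cells / Medium: HEPES-buffered (25 mM, pH 7.4) F12 plus 0.5% BSA / Probe or stimulus: labelled HDL, 10 µg/mL / Doses: single compound concentration, delivered by pin transfer / Schedule: 3 h, 37 °C / Measured by: DiI fluorescence, bottom read / Measure: cell-associated DiI fluorescence as measure of HDL uptake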
# LANA DNA inh – inhibitors of KSHV C-LANA binding to DNA, primary screen, biochemical, fluorescence polarization, FAM-LBS DNA, MBP-C-LANA, single point; inhibition, % at 9 µM; 340,000 compounds, 0.078% hits;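 active means highest replicate inhibition at or above 60% at 9 µM, even if other replicates fall short; inactive means all replicates below 60% inhibition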;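 further: 0% = neutral control wells and 100% = 4 µM acridine orange control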
# PKA-R2B activ – activators of PKA-R2B holoenzyme, primary screen, biochemical, fluorescence polarization, Cy5-IP20, human. PKA-R2B holoenzyme dissociation; R2B truncated from residue 108, S112A mutant; 0% DMSO only, 100% 113 µM cGMP. activation, % at 11.4 µM. 340,000 compounds, 0.079% hits. cAMP-dependent protein kinase catalytic subunit beta (Homo sapiens) + cAMP-dependent …;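 active means activation above a cutoff set at the mean over all compounds plus 3 SD, cut at about 18% in these data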;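 further: higher means more holoenzyme dissociation and a rise in polarization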
# RTF Ca sens act – cardiac RTF calcium sensitivity activators, primary screen, biochemical, IANBD-TnC fluorescence, EC20 calcium; Troponin I, cardiac muscle (Homo sapiens) + Troponin T, cardiac muscle (Homo sapiens) + …; IANBD-labeled TnC RTF fluorescence at EC20 calcium; 0% EC20 calcium, 100% full calcium; activation, % at 7.2 µM; 340,000 compounds, 0.24% hits; AID 493008, 2010;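 active means activation above the mean over all tested compounds plus 3 SD, cut at about 30% in these data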;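 further: rise in fluorescence read as greater calcium sensitivity of cardiac thin filaments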
# CAL PDZ FP-2 – CAL PDZ peptide-binding inhibitors, primary screen, biochemical, fluorescence polarization, Cer-tagged CAL PDZ, HTS; purified CAL PDZ, TMR-peptide fluorescence polarization, 1 h; inhibition, % at 20 µM; 330,000 compounds, 0.02% hits; AID 504414, 2011;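 active means highest replicate inhibition of at least 40%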;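 further: plate controls were DMSO neutral control wells for no effect and unlabeled competitor peptide control wells for full effect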
#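 Control set: unlabelled peptide and DMSO controls / Material: purified CerCALP PDZ construct / Timing: 1 h incubation at room temperature before polarization reading / Doses: 20 µM, one dose / Detection: fluorescence polarization (mP)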
# Cardiac RTF inh – cardiac RTF calcium sensitivity inhibitors, primary screen, biochemical, IANBD-TnC fluorescence, EC70 calcium; Troponin I, cardiac muscle (Homo sapiens) + Troponin T, cardiac muscle (Homo sapiens) + …; IANBD-labeled cardiac RTF, Ca2+ fluorescence; inhibition, % at 7.15 µM; 340,000 compounds, 0.12% hits;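 active means inhibition above the mean inhibition of all tested compounds plus 3 SD, cut at about 17% in these data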;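 further: assay run at fixed EC70 calcium of 1.6 mM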
# Numbers without * were called inactive; x = no result given; & = joins results of further samples. Compounds as they come; any-hit rate near 1.6%.
# Below each SMILES – CAL PDZ FP-1, Keap1-Nrf2 PPI, Rtt109 Vps75, DAGLB inhibitor, SR-BI DiI-HDL act, LANA DNA inh, PKA-R2B activ, RTF Ca sens act, CAL PDZ FP-2, Cardiac RTF inh
CCOC(=O)N1CCC(NC(=O)Cn2cc3c(n2)CCCC3)CC1
→ 1, -1, -8, -2, 9, 0.0, -7, -4, 0.0, -8
N#CC(C#N)C(c1ccsc1)c1c(-c2ccccc2)[nH][nH]c1=O (stereo not drawn)
→ 3, -4, 6, 4, -27, 0.8, 1, 1, -1.4, -11
Cc1ccc(-n2c(C)cc(C(=O)OCC(=O)N3CCOCC3)c2C)cc1
→ -3, -9, 10, 0, -12, 1.7, -2, -2, -0.4, -1
COc1ccc(NC(=O)C2CCC(=O)N2S(=O)(=O)c2ccc(C)cc2)c(OC)c1 (stereo not drawn)
→ x, -3, 6, 2, 8, 12, -7, -3, -1.0, 0
COC(C[C@@H]1O[C@H]1C(=O)COCc1ccccc1)OC
→ -2, -3, 6, -3, 12, 0.0, 1, -2, -0.8, -5
COc1ccc(C(=O)NC(C(=O)NCC2(N3CCCCC3)CCCCC2)C(C)C)cc1 (stereo not drawn)
→ 6, -6, -4, -5, -3, -2.3, -3, -2, -0.6, -6
CCSC1=C(C#N)C(c2cccc(OC)c2)CC(=O)N1 (stereo not drawn)
→ -1, 1, -2, -2, 13, 1.1, -3, -5, -0.2, 2
COC(=O)c1ccc(CSc2nc(N)cc(N)n2)cc1
→ -2, -3, -12, 0, -12, 1.2, 5, 2, -2.9, -11
CC1=NC(=O)C(N=Nc2ccccc2C(=O)O)N1c1ccccc1 (stereo not drawn)
→ -1, -3, 35, x, 19, 0.1, x, x, -2.8, x
Cc1ccc(CNS(=O)(=O)c2c(C(=O)N3CCCCCC3)c(C)n(C)c2C)cc1
→ 76*, -2, -5, -1, 7, -0.5, -11, 5, -1.2, -4
O=C(CSc1ccc([N+](=O)[O-])cc1)OCC(=O)N1CCCC1=O
→ -3, -3, -1, -4, 9, -1.1, 7, -6, 0.0, 2
Cc1cc(C)c(-c2csc(NC(=O)COC(=O)c3ccc4c(c3)OCO4)n2)c(C)c1
→ -1, -2, -1, 3, 16, -0.7, -7, -1, -0.4, -2
COc1ccc(C(CC(=O)N2CCN(C)CC2)NC(=O)C(F)(F)F)cc1 (stereo not drawn)
→ -2, 1, -1, -4, 5, -0.2, 6, -5, 0.0, 1
Cc1ccc(NC(=O)C(=O)NCC2OCCc3ccccc32)cc1 (stereo not drawn)
→ 3, -6, -48, -2, -12, 0.8, -5, 1, -2.8, -12
C=CCCN(Cc1ccccc1)S(=O)(=O)c1cc(Br)ccc1Br
→ -4, -3, -5, -16, -43, 0.1, 1, 0, 0.3, -2
COc1c(S(=O)(=O)N2CCN(C)CC2)ccc(Cl)c1Cl
→ -1, -1, -1, 0, -9, 0.6, 3, -6, -0.6, 1
Cc1nc(N)[nH]c(=O)c1CCCNS(=O)(=O)c1ccc([N+](=O)[O-])cc1
→ -2, -6, -1, 3, 4, 1.6, -5, -7, -2.9, 3
COCCn1c(-c2ccccc2)nc2ccccc21
→ 0, -1, 1, 2, 31, 0.1, 5, -8, -0.8, 4
COc1ccc(OC)c(S(=O)(=O)Nc2cccc3ccc(O)cc23)c1
→ -8, -2, 4, 3, -10, -1.5, 2, 2, -1.0, 0
COc1ccc(C2/C(=C(/O)c3ccc(C)cc3)C(=O)C(=O)N2CCCN2CCOCC2)cc1 (stereo not drawn)
→ -13, -1, -1, -1, 11, -0.7, 2, 1, 0.0, -2

# Pulled by structure from the entries so far (2):
# Below each SMILES – CAL PDZ FP-1, Keap1-Nrf2 PPI, Rtt109 Vps75, DAGLB inhibitor, SR-BI DiI-HDL act, LANA DNA inh, PKA-R2B activ, RTF Ca sens act, CAL PDZ FP-2, Cardiac RTF inh
COc1ccc(C2/C(=C(/O)c3ccc(C)cc3)C(=O)C(=O)N2CCCN2CCOCC2)cc1 (stereo not drawn)
→ -13, -1, -1, -1, 11, -0.7, 2, 1, 0.0, -2
CCOC(=O)N1CCC(NC(=O)Cn2cc3c(n2)CCCC3)CC1
→ 1, -1, -8, -2, 9, 0.0, -7, -4, 0.0, -8

# Arranged by value in LANA DNA inh (descending): some entries from above
structure	CAL PDZ FP-1	Keap1-Nrf2 PPI	Rtt109 Vps75	DAGLB inhibitor	SR-BI DiI-HDL act	LANA DNA inh	PKA-R2B activ	RTF Ca sens act	CAL PDZ FP-2	Cardiac RTF inh
COc1ccc(NC(=O)C2CCC(=O)N2S(=O)(=O)c2ccc(C)cc2)c(OC)c1 (stereo not drawn)	x	-3	6	2	8	12	-7	-3	-1.0	0
Cc1ccc(NC(=O)C(=O)NCC2OCCc3ccccc32)cc1 (stereo not drawn)	3	-6	-48	-2	-12	0.8	-5	1	-2.8	-12
C=CCCN(Cc1ccccc1)S(=O)(=O)c1cc(Br)ccc1Br	-4	-3	-5	-16	-43	0.1	1	0	0.3	-2

# Next section.
# Below each SMILES – CAL PDZ FP-1, Keap1-Nrf2 PPI, Rtt109 Vps75, DAGLB inhibitor, SR-BI DiI-HDL act, LANA DNA inh, PKA-R2B activ, RTF Ca sens act, CAL PDZ FP-2, Cardiac RTF inh
CC(=O)Nc1c(C(=O)O)ccc(C)c1OCc1ccccc1
→ -9, -3, 15, -2, -13, -0.8, 10, -2, -0.5, -4
COc1ccccc1CN1CC(C(=O)NCCc2ccccc2Cl)CCC1=O (stereo not drawn)
→ -6, -1, -8, 1, -21, -1.2, 2, 0, 0.0, -4
O=C(COC(=O)c1ccc(NS(=O)(=O)c2cccs2)cc1O)NC1CCCCC1
→ -3, -1, -18, 2, -5, -1.4, -5, 2, 0.2, -6
O=C(NNS(=O)(=O)c1ccc(C(=O)NC2CCCC2)cc1)c1ccncc1
→ 0, -3, 0, -2, 16, -0.3, 3, -2, -0.4, -4
Cc1ccc(Cl)c(OC(=O)C2CSC3(C)CCC(=O)N23)c1 (stereo not drawn)
→ -1, 0, 6, 0, 21, 1.1, -4, -7, 0.3, -4
CCCCn1nc2cc(C(=O)NCC34CC5CC(CC(C5)C3)C4)ccc2c1OC
→ 3, 2, 16, 0, -27, 1.9, -2, 6, -1.2, -6
Cc1ccc(NC(=O)COC(=O)c2ccc3c(c2)OCO3)c(C)c1
→ 3, -1, 4, 0, x, 0.0, 3, 1, -0.3, -7
CCOc1ccccc1/C=N/Nc1nc(C)cc(=O)[nH]1
→ 3, -2, 8, -3, 1, -1.4, -2, -2, -1.9, -3
COc1cccc(NC(=O)c2cccc(C)c2[N+](=O)[O-])c1
→ -2, 2, -3, 0, -15, 2.0, 0, -2, -2.8, -12
CCCCn1c(N)c(N(CCOC)C(=O)c2cccc(S(=O)(=O)N3CCCCCC3)c2)c(=O)[nH]c1=O
→ -2, -2, -1, 1, 3, 3.3, 3, 0, -1.7, -8

# More entries follow:
SMILES,CAL PDZ FP-1,Keap1-Nrf2 PPI,Rtt109 Vps75,DAGLB inhibitor,SR-BI DiI-HDL act,LANA DNA inh,PKA-R2B activ,RTF Ca sens act,CAL PDZ FP-2,Cardiac RTF inh
CCOC(=O)c1c([N+](=O)[O-])c(C)[nH]c(=O)c1C#N,-1,2,-3,-5,2,-0.9,0,2,0.3,3
O=C(CN1C(=O)c2cccc3cccc1c23)Nc1ccc(S(=O)(=O)Nc2nccs2)cc1,-5,-1,-1,3,-11,-0.5,4,4,-0.7,-9
Cc1c(C(=O)NCC2CCCO2)sc2nc(-c3ccc(F)cc3)cn12 (stereo not drawn),0,2,4,0,-32,-1.1,-11,3,-2.3,-3
CN1CCN(C(=O)/C(=C\c2cccc([N+](=O)[O-])c2)NC(=O)c2cccs2)CC1,-6,0,-2,-3,30,0.2,-6,1,-0.1,7
Cc1cc(C)cc(NC(=O)N2CCC(NC(=O)c3ccc(F)cc3)CC2)c1,29,-5,7,1,-25,-0.8,4,0,-0.2,-11
N=c1n(CC(=O)O)c2ccccc2n1Cc1ccccc1Cl,-1,-2,6,-3,25,0.2,1,-6,0.1,8
Cc1cc(C)nc(NS(=O)(=O)c2ccc(NC(=O)COc3ccccc3F)cc2)n1,3,3,6,-3,3,1.5,11,-1,-1.8,4
COc1ccc(C(=O)NC2CCCc3c2cnn3-c2cc(F)cc(F)c2)c(OC)c1OC (stereo not drawn),-4,-1,21,-3,-15,0.0,2,0,-2.9,-11
Cn1c(Oc2ccc3c(c2)OCO3)nc2c1c(=O)n(Cc1ccccc1)c(=O)n2C,-1,-1,-43&-6,-4,-2&-13,-0.2,-8,-3,-0.8,0
CC(C)(C)OC(=O)N1Cc2ccccc2C[C@H]1C(=O)NCC(=O)NC1CCCCC1,-4,3,-11,-2,10,0.7,-15,-1,-2.3,-3
COc1ccc(N2C(=O)CC(Sc3n[nH]c(-c4ccc(C)cc4)n3)C2=O)cc1 (stereo not drawn),-4,2,7,-1,12,1.5,1,-6,-3.0,3
O=C1c2ccccc2C(=O)N1C1C(=O)N2CCSC12C(=O)OCc1ccccc1 (stereo not drawn),-2,-1,0,-4,6,1.8,-1,-10,-0.1,-4
COc1ccc(/C=C/c2c(-c3ccc(OC)cc3)sc3ccc(N4CCOCC4)cc23)cc1,0,-3,-6,-5,-52,0.9,-1,3,1.6,7
COC(=O)Cc1[nH]nc2c1C1(C(=O)N(Cc3ccccc3)c3ccccc31)C(C#N)=C(N)O2 (stereo not drawn),-2,-3,5,-2,18,-1.5,-9,9,-2.8,-10
N#C/C(=C\C=C\c1ccccc1)c1nc(-c2ccc(Cl)cc2)cs1,-1,0,0,-7,-34,1.7,-9,-2,-0.3,-1
